Vif inh – inhibitors of HIV Vif. inhibition, % at 7.49 µM. HEK293T cells, Vif self-association by quenched fluorescence, imaging, 24 h. 340,000 compounds, 0.35% hits; in the data active = inhibition above about 50%, passing the limit was not always enough; also: some results filed as inactive read as strong as hits
SRC2 inh – human SRC2 (NCOA2) inhibition; inhibition, % at 9 µM; HEK293 GAL4-SRC2 luciferase reporter, luminescence; 370,000 compounds, 0.17% hits; Q15596;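 active = inhibition above the mean inhibition of all tested compounds plus 3 SD, set per campaign, cut at about 52% in these data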;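 also: 0% = DMSO treated cells and 100% = cells given Gossypol at 36 µM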
TRAIL sens C8 – sensitizes caspase-8 expressing cells to TRAIL. NB7+C8 cells + TRAIL, ATPlite viability luminescence. inhibition (viability loss, TRAIL sensitization), % at 10 µM. 360,000 compounds, 1% hits. AID 624354;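 active = compounds causing at least 50% loss of cell viability in the single-dose screen, relative to plate controls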
LRH-1 inv ag – NR5A2 inverse agonism in reporter assay. AID 602396. inhibition, % at 3.6 µM. 360,000 compounds, 0.13% hits. O00482. HEK293T StAR-luciferase reporter, LRH-1 transfected, 24 h;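 active = inhibition above the mean inhibition of all tested compounds plus 3 SD, cut at about 73% in these data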;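 also: 0% = DMSO wells and 100% = reporter-only cells lacking LRH-1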
TLR9-MyD88 inh – TLR9-MyD88 interaction inhibition; AID 504734; Q9NR96+Q99836; inhibition, % at 4.98 µM; CHO BLA complementation TLR9-MyD88, CCF4 FRET ratio; 340,000 compounds, 0.21% hits;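 active = inhibition above the mean over all tested compounds plus 3 SD, cut at about 21% in these data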;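 also: 0% = DMSO only wells and 100% = clavulanate BLA inhibitor control wells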
NOD2-RIPK2 inh – blocks binding of human NOD2 to RIPK2; O43353; CHO BLA complementation NOD2-RIPK2, CCF4 ratio; inhibition, % at 4.98 µM; 360,000 compounds, 0.38% hits; AID 624267; in the data active = inhibition above about 21%;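 also: 0% = vehicle only and 100% = reference blocker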
TROY signal inh – inhibitors of TROY-dependent NF-kB signaling; Q293 LMP1-TROYcd NF-kB luciferase reporter, 4 h; inhibition, % at 10 µM; 360,000 compounds, 0.98% hits;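 active = compounds whose plate-normalised and pattern-corrected inhibition of the luciferase reporter signal at the single screening dose is 50% or more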
COUP-TFII inh – NR2F2 (human) inhibition, primary screen | inhibition, % at 8.6 µM | P24468 | HEK293T NGFI-A luciferase reporter, luminescence | 370,000 compounds, 0.7% hits;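 active = inhibition above a per-plate cutoff, mean inhibition of test wells between control levels plus 3 SD, cut at about 38% in these data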;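 also: cells cotransfected with COUP-TFII expression vector driving the NGFI-A reporter; 0% = median of COUP-TF2 test wells and 100% = reporter-only cells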
SRC1 inh – human NCOA1 inhibition; AID 588354; 360,000 compounds, 0.12% hits; Q15788; HEK293 GAL4-SRC1 luciferase reporter, luminescence; inhibition, % at 3.6 µM;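 active = inhibition above the campaign mean plus 3 SD, with each screening campaign given its own cutoff, cut at about 60% in these data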;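 also: 0% = DMSO treated cells and 100% = gossypol at 36 µM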
Target sequence (Q15788 whole entry, looked up, the tested form may be a part): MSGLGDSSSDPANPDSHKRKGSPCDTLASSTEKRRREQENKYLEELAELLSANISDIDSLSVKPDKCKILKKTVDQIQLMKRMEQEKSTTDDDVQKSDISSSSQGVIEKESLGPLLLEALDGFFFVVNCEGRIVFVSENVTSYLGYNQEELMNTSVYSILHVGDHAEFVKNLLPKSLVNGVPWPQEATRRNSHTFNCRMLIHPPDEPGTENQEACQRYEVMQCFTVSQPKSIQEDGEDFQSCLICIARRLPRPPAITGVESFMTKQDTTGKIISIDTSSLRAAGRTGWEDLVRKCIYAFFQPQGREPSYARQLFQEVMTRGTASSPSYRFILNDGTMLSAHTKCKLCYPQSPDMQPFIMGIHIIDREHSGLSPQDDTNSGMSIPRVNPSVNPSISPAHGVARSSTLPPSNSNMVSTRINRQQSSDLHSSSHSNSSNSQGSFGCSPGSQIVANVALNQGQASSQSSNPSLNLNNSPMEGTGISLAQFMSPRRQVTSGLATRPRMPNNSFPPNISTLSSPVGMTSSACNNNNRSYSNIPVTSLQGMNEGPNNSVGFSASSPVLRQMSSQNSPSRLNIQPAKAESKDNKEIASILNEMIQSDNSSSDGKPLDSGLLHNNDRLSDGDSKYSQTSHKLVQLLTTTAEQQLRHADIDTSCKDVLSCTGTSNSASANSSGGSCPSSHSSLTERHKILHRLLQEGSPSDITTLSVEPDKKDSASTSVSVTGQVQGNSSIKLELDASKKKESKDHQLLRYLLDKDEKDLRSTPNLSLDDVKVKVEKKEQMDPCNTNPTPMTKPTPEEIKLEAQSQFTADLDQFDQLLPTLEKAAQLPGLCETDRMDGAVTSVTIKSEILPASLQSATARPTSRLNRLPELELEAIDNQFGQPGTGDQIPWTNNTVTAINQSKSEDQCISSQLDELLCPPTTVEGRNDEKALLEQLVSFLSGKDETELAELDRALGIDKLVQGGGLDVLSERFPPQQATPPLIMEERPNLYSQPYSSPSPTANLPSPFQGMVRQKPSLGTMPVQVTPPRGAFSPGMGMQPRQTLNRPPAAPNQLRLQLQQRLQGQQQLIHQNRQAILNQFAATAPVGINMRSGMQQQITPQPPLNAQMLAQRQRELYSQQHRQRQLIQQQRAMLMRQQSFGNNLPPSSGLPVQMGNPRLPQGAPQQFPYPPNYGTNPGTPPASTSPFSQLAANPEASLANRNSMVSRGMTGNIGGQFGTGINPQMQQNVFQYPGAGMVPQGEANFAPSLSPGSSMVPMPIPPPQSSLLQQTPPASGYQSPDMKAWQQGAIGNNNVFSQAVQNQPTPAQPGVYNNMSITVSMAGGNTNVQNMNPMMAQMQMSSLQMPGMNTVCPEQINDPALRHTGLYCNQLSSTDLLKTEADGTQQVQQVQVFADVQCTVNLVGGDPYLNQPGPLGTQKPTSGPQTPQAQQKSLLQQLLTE
EBV LMP1 NFkB – inhibitors of Epstein-Barr LMP1-induced NF-kappaB reporter; LMP1-induced NF-kappaB luciferase reporter cells, luminescence; inhibition, % at 12.5 µM; 350,000 compounds, 0.69% hits; in the data active = inhibition above about 41%;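 also: 0% = neutral control wells and 100% = reference inhibitor control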
SRC3 inh – inhibits human SRC3 coactivator. Q9Y6Q9. HEK293 GAL4-SRC3 luciferase reporter, luminescence. inhibition, % at 3.6 µM. 360,000 compounds, 0.17% hits. AID 588352;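 active = inhibition above a per-campaign cutoff, the mean of all compounds plus 3 SD, cut at about 60% in these data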;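 also: 0% = DMSO-treated cells and 100% = gossypol-treated cells at 36 µM; higher means less SRC3-driven luciferase light from the GAL4 reporter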
An asterisk follows results filed as active; . = not tested or not shown. These rows are one share of the data; count on the stated rates, not on these rows.

Compound,Vif inh,SRC2 inh,TRAIL sens C8,LRH-1 inv ag,TLR9-MyD88 inh,NOD2-RIPK2 inh,TROY signal inh,COUP-TFII inh,SRC1 inh,EBV LMP1 NFkB,SRC3 inh
COCCCN1C(=O)C(CC(=O)NCC2CCCCC2)CC(C(=O)N(C(C)C)C(C)C)=C1C (stereo unspecified),.,-4,7,5,.,-17,2,4,4,.,-17
COc1ccc(NC(=O)CSc2nnc(-c3ccccn3)n2-c2ccccc2)cc1OC,0,-14,7,2,2,6,8,19,-8,3,16
C/C=C/C(=O)Nc1nnc(C2CCCCC2)s1,6,-20,-4,15,6,-6,-24,-16,-38,-7,4
CCC1CCCCN1CCCNC(=O)CCC(=O)N1CC(C)Oc2ccccc21 (stereo unspecified),20,-13,-5,7,3,8,0,-6,7,3,7
O=C(c1c(F)c(F)c(F)c(F)c1F)N(Cc1ccccc1)Cc1ccccc1,.,15,8,17,1,-6,5,10,8,2,4
O=C(O)/C=C/C(=O)Nc1nccs1,-4,-5,-8,18,9,-9,-2,16,0,-8,5
c1ccc(Nc2ncnc3sccc23)cc1,-8,-31,13,-2,-10,-1,-20,-4,-30,-1,-3
c1ccc2cc(OCCOCCOc3ccc4ccccc4c3)ccc2c1,-13,-43,-6,2,7,-10,-6,-24,-4,-11,0

Next section; it opens with the 6 that closed the last part.
Compound,Vif inh,SRC2 inh,TRAIL sens C8,LRH-1 inv ag,TLR9-MyD88 inh,NOD2-RIPK2 inh,TROY signal inh,COUP-TFII inh,SRC1 inh,EBV LMP1 NFkB,SRC3 inh
C/C=C/C(=O)Nc1nnc(C2CCCCC2)s1,6,-20,-4,15,6,-6,-24,-16,-38,-7,4
CCC1CCCCN1CCCNC(=O)CCC(=O)N1CC(C)Oc2ccccc21 (stereo unspecified),20,-13,-5,7,3,8,0,-6,7,3,7
O=C(c1c(F)c(F)c(F)c(F)c1F)N(Cc1ccccc1)Cc1ccccc1,.,15,8,17,1,-6,5,10,8,2,4
O=C(O)/C=C/C(=O)Nc1nccs1,-4,-5,-8,18,9,-9,-2,16,0,-8,5
c1ccc(Nc2ncnc3sccc23)cc1,-8,-31,13,-2,-10,-1,-20,-4,-30,-1,-3
c1ccc2cc(OCCOCCOc3ccc4ccccc4c3)ccc2c1,-13,-43,-6,2,7,-10,-6,-24,-4,-11,0
CCCCN(C)c1c(C)nc2ccc(C(=O)Nc3ccc(OC)c(OC)c3)cn12,2,9,-6,14,.,-5,-5,-6,7,.,9
Cc1scc(C(=O)O)c1-c1c(C(=O)O)csc1C,12,11,2,1,-2,-1,10,-6,0,2,16
CN(CCC1CCOCC1)C(=O)CC1C(=O)NCCN1Cc1ccccc1F (stereo unspecified),-1,14,-16,13,4,-17,-12,8,-21,-2,1
COc1ccc(/C=C(\NC(=O)c2ccccc2)C(=O)N/N=C/c2cccnc2)cc1,15,0,8,-2,1,1,-11,5,16,4,10
CC(C)n1cc(CN2CCN(C)C(CCO)C2)c2ccccc21 (stereo unspecified),-2,19,3,9,1,-6,1,-11,-10,3,-5
Nc1nc(SCc2ccc([N+](=O)[O-])cc2)c2ncn(C3OC(CO)C(O)C3O)c2n1 (stereo unspecified),14,-1,1,-6,10,-10,0,-1,0,-6,3
Cc1cc(=O)c2c(C)ccc(C)c2[nH]1,26,-4,23,8,10,4,-17,34,-31,-1,-9
O=C(NNC(=S)NC1CCCCC1)c1ccc2c(c1)OCO2,-4,-31,4,-102,-10,3,-72,-14,-60,-14,-30
N#CCSCC(=O)Nc1ccc(Cl)cc1,-5,11,-17,-21,-4,-1,-28,-8,5,7,-13
Cc1ccc(-n2c(C)cc(C(=O)CSc3nnc4ccccn34)c2C)cc1,4,-37,33,-56,-13,1,0,-20,-122,-14,-68
C[C@H](NC(=O)c1ccco1)C(=O)Nc1cc(S(=O)(=O)N2CCCC2)ccc1OCC(F)(F)F,18,7,-12,17,-18,14,6,0,-4,0,5
O=C(NC(=S)Nc1ccccn1)c1cc(-c2ccccc2)nc2ccccc12,-5,-12,0,22,-2,6,9,-15,3,2,0
Cc1ccc(NC(=O)COC(=O)COc2ccc(Cl)cc2)c([N+](=O)[O-])c1,9,-5,-1,15,-1,-4,13,-6,-16,-1,-3
CC1CCN(c2nc(-c3ccccc3O)nc3ccccc23)CC1,-12,12,0,8,-5,-5,-1,25,-8,-10,5
O=C(Cc1ccsc1)NNC(=O)c1cccc(Cl)c1,0,-11,11,-23,3,-13,-8,22,-2,-3,-2
O=C(NC(Cc1ccccc1)C(=O)O)/C(=C\c1ccccc1)NC(=O)c1ccco1 (stereo unspecified),17,9,-13,0,4,4,-30,6,-8,-28,13
CCOC(=O)N1CCC(N2CCN(Cc3ccccc3)C(CCO)C2)CC1 (stereo unspecified),-7,5,-6,10,-9,-6,-1,-2,6,1,-3
O=C(CN1CC(=O)Nc2ccccc21)Nc1ccc(F)c(F)c1,1,-15,4,-17,-6,-14,-32,11,0,1,-14
CC(C)(C)OC(=O)C[C@H]1C/C=C\C[C@H](CC(=O)NCCO)C(=O)N[C@@H](c2ccccc2)COC1=O,-4,-33,0,0,-11,-3,-23,-3,-2,6,-11
CN=c1scc(C)n1/N=C/c1cc(Br)c(O)c(OC)c1,3,4,-4,25,-7,-7,46,19,-27,7,-14
CNc1cncc(-c2cccc(C(=O)N3CCOCC3)c2)n1,.,19,-18,10,.,7,5,4,7,.,10
CCC(=O)Nc1ccc(C(=O)OCC(=O)c2cccs2)cc1,3,-18,-2,16,-14,-5,-30,-4,8,12,-20
CCOC(=O)CNC(=O)CSc1nc(-c2ccc(C)cc2)ns1,10,2,33,-9,-1,-9,-47,4,-8,16,-1
Cc1ccccc1N(Cc1cc(=O)[nH]c2ccccc12)C(=O)CCl,-3,50,12,39,0,11,-5,17,5,8,31
CC(C)(C)OC(=O)CNC(=O)c1nc[nH]c1C(=O)NCc1ccc(CNC(=O)OC(C)(C)C)cc1,-7,-11,4,12,-2,6,12,13,7,4,-2
O=C(CN1C(=O)CC(c2ccco2)Sc2ccccc21)NCC1CCCO1 (stereo unspecified),7,12,7,9,7,8,-6,-4,-3,-3,11
COc1ccc(N2C[C@H](C)[C@@H](CC(=O)Nc3ccccc3)C2=O)cc1,0,11,-7,-4,-5,4,-3,7,-5,4,14
COC(=O)c1ccc(C(=O)OC)c(NC(=O)Oc2ccccc2)c1,3,-7,-5,-25,-6,-3,-11,4,-7,-17,-4
CCN1CCN(C(c2cccs2)C(C)NC(=S)Nc2cccc(C)c2C)CC1 (stereo unspecified),-1,-1,-9,-8,-9,15,5,10,-10,-6,-2
COc1ccc(S(=O)(=O)N2c3ccccc3NC(=O)CC2C)cc1 (stereo unspecified),-2,6,-23,11,-1,-9,3,7,-2,-8,17
S=c1[nH]nc(-c2cccnc2)n1/N=C/c1ccco1,.,7,1,14,-6,-8,5,-5,-16,1,-14
CCCCC(=O)NC1=NC(=O)C(C)(C)S1,17,5,-6,2,-4,1,15,-8,6,-3,-12

Other compounds follow:
| molecule | Vif inh | SRC2 inh | TRAIL sens C8 | LRH-1 inv ag | TLR9-MyD88 inh | NOD2-RIPK2 inh | TROY signal inh | COUP-TFII inh | SRC1 inh | EBV LMP1 NFkB | SRC3 inh |
| --- | --- | --- | --- | --- | --- | --- | --- | --- | --- | --- | --- |
| C=CCn1c(Cc2csc(N)n2)nnc1SCc1ccc(C(=O)OC)cc1 | . | -3 | -21 | 9 | -12 | -2 | -7 | -2 | 7 | 8 | 12 |
| CC(=O)c1c(O)cc(=O)n(-c2ccccc2)c1-c1ccc(Cl)cc1 | -5 | 5 | 8 | 2 | 8 | 7 | -7 | -2 | 15 | 8 | 6 |
| O=C(COC(=O)/C=C/c1ccccc1)NCc1ccc2c(c1)OCO2 | 0 | 8 | -3 | 10 | -4 | -12 | 8 | -5 | -13 | -9 | -11 |
| O=C(N/N=C/c1cccnc1)C(=O)N1CCCCCC1 | 6 | 9 | 3 | 2 | 0 | -6 | -17 | 2 | -8 | 10 | 17 |
| Cn1cccc1C(=O)NC1CCCCCC1 | 6 | -44 | -4 | -84 | -11 | -5 | -27 | -22 | -59 | -27 | -61 |
| Cc1cnc(CNC(=O)C2(C)CCCN2CC(C)C)cn1 (stereo unspecified) | 1 | 1 | -8 | 9 | . | -6 | 4 | 9 | -5 | . | 16 |
| CC(O)(c1ccc(F)c(F)c1)c1nc(-c2ccoc2)cs1 (stereo unspecified) | 6 | -3 | 9 | 32 | . | -4 | -14 | 16 | -13 | . | -12 |
| O=C(Cc1ccccc1F)Nc1nc(-c2cccnc2)cs1 | -4 | 21 | -6 | -23 | 4 | 10 | -16 | -1 | 5 | 0 | 20 |
| Cc1ccc(CSc2nnc(SCC(=O)N/N=C/C=C/c3ccco3)s2)cc1 | 5 | 24 | 4 | -2 | 10 | -10 | -8 | 22 | 16 | -1 | 8 |
| CCCC(C)C(=O)Nc1nc(C)c(-c2csc(Nc3ccc(Cl)cc3)n2)s1 (stereo unspecified) | -3 | 11 | 14 | 30 | 0 | -4 | -14 | 10 | 21 | 22 | 21 |
| CCc1nc2c(OCc3ccc(Cl)cc3)cccn2c1N(C)C(=O)c1ccc(C)cc1 | -4 | -7 | -4 | 16 | . | -15 | 3 | 9 | 1 | . | 4 |
| CC(C)NC(=O)NC(=O)COC(=O)c1cc(S(=O)(=O)N2CCCCC2)ccc1N1CCOCC1 | 6 | 0 | 12 | 12 | -4 | -4 | 22 | -11 | -14 | 0 | 10 |
| CS(=O)(=O)c1ccc(Cl)c(NC(=O)c2cccc(N3C(=O)CCC3=O)c2)c1 | -10 | -2 | -8 | 12 | -10 | -6 | 29 | -2 | -11 | 6 | 5 |
| CCCCc1ccc(NC(=O)NCc2ccccn2)cc1 | 0 | 5 | -3 | -16 | 3 | 0 | -41 | -10 | -5 | -8 | 1 |
| Cc1noc(C)c1C(=O)N1CCCC(C(=O)c2cccc(OC(C)C)c2)C1 (stereo unspecified) | 0 | -10 | 0 | -2 | -3 | -4 | 4 | -1 | -10 | -5 | 0 |
| Clc1ccc(-c2cn3c(n2)SCC3)cc1 | -6 | -19 | 8 | -127 | -6 | -5 | -30 | -38 | -118 | -38 | -60 |
